Screening data from PubChem.
pCIP destab – p/CIP-EGFP fusion destabilizers, primary screen, fluorescence, F442A cells; Q05BA5; 16 h; decrease of EGFP signal, % at 10 µM; 290,000 compounds, 0.01% hits; AID 1984, 2009;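 active means EGFP signal decrease of at least 30% at 10 µM or well 3 SD below plate mean, unless failing retest; inactive means the rest, including hits failing retest or dose response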; further: some compounds called inactive have numbers as strong as hits; many of its hits are not listed in these tables
Target sequence (Q05BA5 1-1403): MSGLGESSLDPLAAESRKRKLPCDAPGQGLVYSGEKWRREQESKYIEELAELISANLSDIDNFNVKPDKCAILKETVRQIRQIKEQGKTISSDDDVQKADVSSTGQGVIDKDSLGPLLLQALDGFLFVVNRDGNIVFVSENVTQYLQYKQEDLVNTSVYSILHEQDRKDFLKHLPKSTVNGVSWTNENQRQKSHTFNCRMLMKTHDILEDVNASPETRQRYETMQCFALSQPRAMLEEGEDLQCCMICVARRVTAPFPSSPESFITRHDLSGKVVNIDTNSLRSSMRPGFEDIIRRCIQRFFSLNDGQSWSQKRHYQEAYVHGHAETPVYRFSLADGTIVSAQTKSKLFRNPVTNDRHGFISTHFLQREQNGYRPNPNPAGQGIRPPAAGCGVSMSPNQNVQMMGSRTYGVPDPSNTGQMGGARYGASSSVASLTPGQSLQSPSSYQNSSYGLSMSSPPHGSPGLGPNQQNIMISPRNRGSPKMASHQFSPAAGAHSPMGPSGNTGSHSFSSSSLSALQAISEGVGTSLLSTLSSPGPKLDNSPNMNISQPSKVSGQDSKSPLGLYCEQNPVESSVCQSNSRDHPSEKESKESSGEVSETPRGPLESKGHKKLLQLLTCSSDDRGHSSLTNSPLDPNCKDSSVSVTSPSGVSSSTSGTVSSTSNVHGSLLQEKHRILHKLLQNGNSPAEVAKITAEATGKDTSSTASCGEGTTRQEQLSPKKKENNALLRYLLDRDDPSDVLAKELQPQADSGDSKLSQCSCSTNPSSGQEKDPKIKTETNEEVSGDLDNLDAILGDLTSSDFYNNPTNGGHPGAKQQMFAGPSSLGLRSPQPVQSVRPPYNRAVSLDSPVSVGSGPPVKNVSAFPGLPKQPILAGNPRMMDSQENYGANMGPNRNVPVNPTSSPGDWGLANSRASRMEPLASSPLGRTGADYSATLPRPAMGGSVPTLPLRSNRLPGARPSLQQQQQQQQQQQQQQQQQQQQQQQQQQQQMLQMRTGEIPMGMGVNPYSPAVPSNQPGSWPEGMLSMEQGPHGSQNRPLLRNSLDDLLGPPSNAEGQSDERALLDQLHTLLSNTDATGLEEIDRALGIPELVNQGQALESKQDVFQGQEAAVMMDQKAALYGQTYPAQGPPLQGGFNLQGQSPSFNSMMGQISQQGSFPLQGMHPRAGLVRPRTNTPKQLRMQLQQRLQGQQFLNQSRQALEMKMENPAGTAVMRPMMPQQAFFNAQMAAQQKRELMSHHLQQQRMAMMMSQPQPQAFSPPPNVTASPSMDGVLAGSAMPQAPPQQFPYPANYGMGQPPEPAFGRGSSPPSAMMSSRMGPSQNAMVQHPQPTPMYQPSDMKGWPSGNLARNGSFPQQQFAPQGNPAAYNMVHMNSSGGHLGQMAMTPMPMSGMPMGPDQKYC
NALP1 inh – NALP1 inflammasome inhibitors in reconstituted yeast, colorimetric, S. cerevisiae, triplicate retest; S. cerevisiae NALP1/ASC/caspase-1 growth, X-gal OD620, 72 h; inhibition, % at 10 µM; 280,000 compounds, 0.61% hits; AID 2071, 2009; in the data active means inhibition mostly above about 24%, no sharp cut-off; inactive means mostly below about 32%; further: some compounds called inactive have numbers as strong as hits
M18AAP inhibitor – PfM18AAP inhibitors, malaria aminopeptidase, primary screen, biochemical, QFRET, recombinant enzyme; 290,000 compounds, 1.2% hits; inhibition, % at 7.35 µM; H-Glu-NHMec fluorogenic cleavage; M18 aspartyl aminopeptidase (Plasmodium falciparum 3D7); AID 1822, 2009;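 active means inhibition above the campaign mean inhibition over all tested compounds plus 3 SD, cut at about 28% in these data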;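 further: 0% = plate median of test compound wells and 100% = 2 mM ZnCl2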
IDE act – human IDE activators in live cells, primary screen, fluorescence polarization, HEK cells, FAbeta-B substrate; Insulin-degrading enzyme (Homo sapiens), P14735; FAbeta-B cleavage; 0% vehicle, 100% cell-free pure enzyme wells; activation, % at 5.96 µM; 340,000 compounds, 0.073% hits; AID 493087, 2011;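 active means activation above the mean of all tested compounds plus 3 SD, set per screening campaign, cut at about 17% in these data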
MEKK2mut PB1 HTS – MEK5 binding signal on mutant MEKK2 PB1, primary screen, biochemical, multiplex bead flow cytometry, Alexa488-MEK5 | Alexa488-MEK5 binding to MEKK2 mutant | percent response, % at 10 µM | 290,000 compounds, 0.35% hits; in the data active means percent response above about 24%, passing the limit was not always enough; further: inactives centre near 1; some results filed as inactive read as strong as hits; reference of the scale not given here
MEKK3 PB1 HTS – modulators of MEKK3-MEK5 PB1 binding, primary screen, biochemical, wildtype MEKK3, multiplex bead flow cytometry, Alexa488-MEK5; Mitogen-activated protein kinase kinase kinase 3 (Homo sapiens), Q99759; bead-based flow cytometry, Alexa488-MEK5 binding to MEKK3; actives lie on both sides; 0 = blocked by unlabeled MEK5, 100 = vehicle; binding response (% of control), % at 10 µM; 290,000 compounds, 1.4% hits; AID 1529, 2009;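 active means binding response more than 3 SD above or below the average of its plate-row segment, actives on both sides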;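 further: Alexa488 bead fluorescence after subtracting the streptavidin-only scavenger bead signal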
IDE cell inh – human IDE inhibitors in live cells, primary screen, fluorescence polarization, HEK cells, FAbetaB substrate; Insulin-degrading enzyme (Homo sapiens), P14735; FAbetaB cleavage; inhibition, % at 5.59 µM; 320,000 compounds, 0.41% hits;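 active means percent inhibition above the average of all tested compounds plus 3 SD, set per screening campaign, cut at about 16% in these data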;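 further: IDE supplied by intact live HEK cells; FP after avidin binding of uncleaved biotin substrate so inhibition keeps polarization high; 0% = DMSO wells and 100% = 60 µM reference IDE inhibitor Ii1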
SUMO HTRF inh – inhibitors of in vitro SUMOylation cascade, primary screen, biochemical, HTRF, uHTS. SUMO-conjugating enzyme UBC9 (Homo sapiens), P63279. HTRF SUMOylation assay, SAE1/SAE2 + UBC9. inhibition, % at 35 µM. 290,000 compounds, 0.36% hits. AID 2006, 2009; in the data active means inhibition above about 50%, passing the limit was not always enough; further: strong numbers were not always called active
MEKK2wt PB1 HTS – modulators of MEK5 binding to wildtype MEKK2, primary screen, biochemical, multiplex bead flow cytometry, Alexa488-MEK5; binding response (% of control), % at 10 µM; 290,000 compounds, 1.1% hits; Alexa488-MEK5 binding to MEKK2 WT; actives lie on both sides; AID 1531, 2009; Mitogen-activated protein kinase kinase kinase 2 (Homo sapiens), Q9Y2U5; in the data active means binding response below about 67% or above about 130%
* marks the source's active call; other numbers are inactive results; . = not tested or not shown. The list is partial (hit frequency here may not be typical).

SMILES	pCIP destab	NALP1 inh	M18AAP inhibitor	IDE act	MEKK2mut PB1 HTS	MEKK3 PB1 HTS	IDE cell inh	SUMO HTRF inh	MEKK2wt PB1 HTS
COc1ccc(-n2nc([N+](=O)[O-])c(=NCCc3ccc(C)cc3)n2O)cc1	7	11	6	5	-1	102	0	5	96
O=[N+]([O-])c1ccc(/C([O-])=C(/C(=S)NCc2ccco2)[n+]2ccccc2)cc1	-6	-17	11	0	-1	92	1	26	92
O=C1C=C(c2ccccc2)OC(c2ccccc2)O1 (stereo not drawn)	-9	41*	0	-1	-12	92	8	2	96
Cc1ccc(CCNC(=O)C2CCN(S(=O)(=O)c3ccc4c(c3)CCC(=O)N4)CC2)cc1	-9	23	-18	-2	5	108	1	0	118
CCN(CC)C(=O)COC(=O)c1ccc(C)c(NC(=O)c2ccco2)c1	-4	3	-15	2	-8	95	8	16	92
COc1cc(C2C(C(C)=O)=C(O)C(=O)N2CCc2c[nH]c3ccccc23)ccc1O (stereo not drawn)	-6	14	15	4	4	101	-4	14	103
O=C(CCN1CCOCC1)N1c2ccccc2Sc2ccc(Cl)cc21	-8	-4	-2	-2	10	105	5	4	116
NCCOc1ccccc1OCCN	2	1	-8	6	3	81	-1	16	96
Cc1cc(Cl)ccc1OCC(=O)NN1C(=O)C2C3C=CC(C3)C2C1=O (stereo not drawn)	-16	-24	0	-5	0	112	5	10	107
CC(C(=O)Nc1cccc([N+](=O)[O-])c1)N1CCN(C/C=C/c2ccccc2)CC1 (stereo not drawn)	1	28	-1	9	3	102	4	10	115
COC(=O)c1cccc(NC(=O)CN2CCC(NC(=O)c3cc(OC)c(OC)c(OC)c3)CC2)c1	.	.	-4	0	-3	108	2	.	107
O=C(CSc1ccc(Cl)cc1)OCc1nnc(-c2ccccc2)o1	42	-6	-9	-2	10	101	-7	12	104
CCCNC(=O)c1ccc(N(Cc2ccccc2)S(C)(=O)=O)cc1	-3	10	-6	11	4	103	-6	9	101
Cc1ccccc1C(=O)N1CCN(c2ccc(NC(=O)c3ccco3)cc2Cl)CC1	-12	21	4	7	0	99	6	10	99
COC(=O)NCC(c1ccco1)N1CCN(c2ccc(F)cc2)CC1 (stereo not drawn)	8	10	13	6	11	101	6	-11	108
CC1CCN(C2=NC(=O)/C(=C/c3ccc(O)cc3)S2)CC1	-10	17	4	1	4	100	-1	-1	98
O=c1c2ccccc2nc(/C=C/c2ccc([N+](=O)[O-])cc2)n1CCCO	3	32	1	-4	-2	103	2	-5	93
CC(=O)c1cccc(S(=O)(=O)N2CCN(c3ccccc3F)CC2)c1	-19	3	-7	-6	2	101	0	-1	100
O=C(N/N=C1/CC(c2ccccc2)Oc2ccccc21)C1CC1 (stereo not drawn)	-4	18	-3	0	-2	89	6	10	93
O=C(NCC1CCCO1)c1ccc(Cl)c(S(=O)(=O)Nc2ccccc2)c1 (stereo not drawn)	-16	23	-11	5	0	95	0	13	98
O=C(NC(=S)NCc1cccnc1)c1ccc([N+](=O)[O-])cc1	3	-57	6	4	0	103	8	2	100
CC(=O)Nc1cccc(OCCCNC(=O)C2CCC2)c1	-14	46	1	2	1	103	4	2	101
CCOC(=O)C1=C(CS(=O)(=O)c2ccc(C)cc2)NC(=O)NC1c1ccc(O)c(OC)c1 (stereo not drawn)	-7	.	3	-3	9	115	-1	30	111
COc1ccc(S(=O)(=O)Nc2cc(C)ccn2)cc1OC	1	3	0	-4	4	102	2	13	103
C/C(CC(=O)NC1CCCC1)=N\NC(=O)Cc1cccs1	-7	10	-22	-3	-4	100	-6	1	98
O=C(CN1C(=O)NC2(CCCC2)C1=O)Nc1cc(Cl)ccc1N1CCCC1	6	20	22	3	-7	97	-1	5	96
COc1ccccc1-n1nnnc1SCc1cc2c(cc1Br)OCO2	-6	1	-2	4	-5	92	5	0	93
CCc1ccc(Nc2n[n+](-c3ccccc3)c(-c3ccc(OCc4ccccc4)cc3)s2)cc1	-23	-5	15	-2	107*	111	1	-91	220*
CCc1ccc(C(=O)Nn2cnc3ccccc3c2=O)cc1	-14	11	-11	4	7	105	-2	8	106
Cc1c(NC(=O)COC(=O)C23CC4CC(CC(Br)(C4)C2)C3)c(=O)n(-c2ccccc2)n1C	-7	6	0	-3	-1	98	2	12	101
Cn1cnc([N+](=O)[O-])c1Sc1nnc(-c2cccnc2)n1C	2	12	-15	2	2	90	.	28	96
Cc1ccccc1N1C(=O)C2ON(c3ccccc3)C(c3cccnc3)C2C1=O (stereo not drawn)	4	4	-7	-1	-3	98	-2	-14	94
Cc1ccc(C(=O)NCCCn2ccnc2)cc1[N+](=O)[O-]	1	21	2	2	1	100	1	-6	97
O=C(Nc1cccs1)Nc1ccccc1Cl	-28	2	4	1	2	101	5	1	100
CCc1nn(CC(=O)N2CCN(c3ccc(F)cc3)CC2)c(=O)c2cc3occc3n12	4	18	0	0	2	101	2	4	105
CCC1CCCCN1C(=O)c1sc2nc(C)nc(N(CC)CC)c2c1C (stereo not drawn)	3	-7	1	-2	-11	94	-3	1	94
COc1ccccc1/C=C/CN1CCN(c2ccccc2)CC1	-5	16	3	2	1	97	-5	51	101
O=C(N/N=C/c1ccoc1)c1cccc([N+](=O)[O-])c1	-9	-1	4	-3	2	102	.	1	105
CN1CCN(c2ccc(Cl)cc2NC(=O)c2ccc(=O)n(C)n2)CC1	-30	10	0	2	-1	101	-3	-4	105
CCOC(=O)c1c(C)[nH]c(-c2csc(N)n2)c1C	-10	1	-11	-7	0	117	.	-7	104
COc1cccc(C2CCCN2Cc2nc(CC3CC3)no2)c1 (stereo not drawn)	-2	-10	-4	-2	-11	85	0	2	88
CCC(CC)C(=O)c1c[nH]c(C(=O)NCc2ccccc2)c1	-4	13	3	3	4	101	-7	-1	106
N/C(=N\OC(=O)c1ccccc1F)c1cccc([N+](=O)[O-])c1	-20	-3	-3	5	9	109	3	4	102
COC(=O)CCC(NC(=O)c1cc(-c2ccc3c(c2)OCCO3)oc1C)C(=O)OC (stereo not drawn)	7	8	-1	4	-1	93	5	-6	94
Fc1cccc(Cl)c1Cn1nnc2c(NCc3ccccn3)ncnc21	-11	4	2	0	2	96	6	12	99
Cc1cc(C)cc(N(C(=O)c2csnn2)C(C(=O)NC(C)(C)C)c2ccncc2)c1 (stereo not drawn)	-9	12	0	0	-5	99	-5	-4	97
CCOC(=O)N1CCN(C(=O)CSc2nnc(CNC(=O)c3ccccc3F)o2)CC1	-7	-19	2	5	8	105	0	-8	109
O=c1c2ccccc2oc2cc(-c3ccc4[nH]ccc4c3)ccc12	.	.	.	-1	2	106	4	.	102
CCc1cc2cc(C)ccc2nc1SCC(=O)N1CC(=O)Nc2ccccc21	-8	1	4	4	-3	99	2	-3	95
NS(=O)(=O)c1ccc(N=Nc2c(-c3ccccc3)[nH]n(-c3nc(-c4ccccc4)cs3)c2=O)cc1	-4	14	5	3	9	100	1	-15	83

In the list so far, these have a thiophene ring, fused or not:
SMILES	pCIP destab	NALP1 inh	M18AAP inhibitor	IDE act	MEKK2mut PB1 HTS	MEKK3 PB1 HTS	IDE cell inh	SUMO HTRF inh	MEKK2wt PB1 HTS
C/C(CC(=O)NC1CCCC1)=N\NC(=O)Cc1cccs1	-7	10	-22	-3	-4	100	-6	1	98
O=C(Nc1cccs1)Nc1ccccc1Cl	-28	2	4	1	2	101	5	1	100
CCC1CCCCN1C(=O)c1sc2nc(C)nc(N(CC)CC)c2c1C (stereo not drawn)	3	-7	1	-2	-11	94	-3	1	94

(listing goes on)
SMILES	pCIP destab	NALP1 inh	M18AAP inhibitor	IDE act	MEKK2mut PB1 HTS	MEKK3 PB1 HTS	IDE cell inh	SUMO HTRF inh	MEKK2wt PB1 HTS
COc1ccc(N2CCN(C(=O)C(CCSC)N=C3NS(=O)(=O)c4ccccc43)CC2)cc1 (stereo not drawn)	-9	1	4	3	2	102	-3	15	100
COC(=O)[C@H](Cc1ccccc1)NC(=O)N1CC(C)OC(C)C1 (stereo partly drawn)	-17	10	-10	6	4	99	1	6	105
CCOC(=O)Cc1ccc(NC(=O)c2cccc([N+](=O)[O-])c2)cc1	-8	6	2	1	2	105	2	11	104
COc1ccc(C2(c3ccc(OC)cc3)NC(=O)N(CC(=O)Nc3ccccc3C(F)(F)F)C2=O)cc1	-13	-16	-2	0	8	102	5	-5	100
CS(=O)(=O)N(CC(=O)NCc1ccccc1)c1ccc(Cl)cc1	-4	8	3	-3	-2	100	-3	-2	100
COC(=O)c1cc(S(=O)(=O)N2CCN(c3ccccc3F)CC2)c[nH]1	4	4	-2	7	0	102	4	-8	99
Cc1cc(C)n2nc(SCc3ccc(F)cc3Cl)nc2n1	-9	10	2	-1	7	102	1	0	103
O=C(Nc1ccccc1F)c1ccc2nc(N3C(=O)CCC3=O)sc2c1	12	10	-4	4	1	104	0	-14	101
O=C(CCn1c(=O)oc2ccccc21)N1CCCCCC1	-46	-85	-11	5	-3	101	2	5	101
Cc1ccccc1NC(=S)NC(C)C(c1ccccc1)N1CCN(C)CC1 (stereo not drawn)	8	2	1	7	-1	102	-2	-1	102
Cc1c(Cl)cccc1NS(=O)(=O)c1ccc2c(c1)C1C=CCC1C(c1ccc(C(=O)O)cc1)N2 (stereo not drawn)	-7	0	6	-3	-8	100	3	97*	91
COc1cccc2c(Cl)c(CC=C(Cl)Cl)c(C)nc12	-16	9	2	9	-10	101	4	22	89
Cc1ccc(NC(=O)N2CCC(NC(=O)c3cccc(F)c3)CC2)cc1	-7	5	-2	-2	9	98	-2	0	94
CC1CC(C)CN(CCCCOc2ccc([N+](=O)[O-])cc2)C1 (stereo not drawn)	3	37	0	5	-2	91	-4	-9	93
O=C1CNC(=O)/C1=C\c1ccc(O)cc1	0	9	1	3	0	102	6	-6	105
NC(CSC12CC3CC(CC(C3)C1)C2)C(=O)O (stereo not drawn)	-14	2	5	-1	3	104	-4	19	106
O=c1[nH]c(SCc2ccc(Cl)cc2)nc2ccccc12	-4	-6	4	0	2	103	0	4	101
COCCCNC(=O)CNC(=O)c1nn(-c2ccc(OC)cc2OC)c(=O)c2ccccc12	12	2	-8	3	1	104	3	-2	102
O=C(Nc1ccnn1C1CCN(Cc2ccccc2)CC1)C1CCCC1	9	6	-5	-1	7	97	7	0	109
COc1ccccc1NC(=O)c1ccc(Br)o1	-7	28*	-7	6	4	104	-3	23	108
COc1ccc(CCNC(=O)COc2ccc([N+](=O)[O-])cc2)cc1	-4	-13	-1	-1	0	98	7	15	99
CNC(=O)/C(C#N)=C/c1c(N2CCN(c3cccc(Cl)c3)CC2)nc2c(C)cccn2c1=O	2	11	5	3	7	110	-1	10	108
Cc1cc(C)c(S(=O)(=O)Nc2c(C)[nH]c(=O)[nH]c2=O)c(C)c1	-6	2	4	3	-1	96	8	-15	96
CCCCSc1nc2c(c(C(F)(F)F)c1C#N)CCC2	10	-2	3	3	3	101	1	-23	107
